EphA4 KYL inhibition: inhibitors of EphA4 binding to KYL peptide, primary screen, biochemical, colorimetric, mouse EphA4 (AID 689); 62,000 tested, 0.1% active; EphA4-AP binding to KYL peptide, pNPP A405; higher % means a stronger effect; one-dose inhibition, % at 10 µM; IC50 in µM for titrated hits; in the data active = a potency from the dose series; inactive = the rest, 99 in 100 with inhibition below about 22%
An asterisk follows results filed as active. A portion of the library; rates above refer to the full screens.

How did CC(CNC(=O)c1cc(Cl)ccc1[N+](=O)[O-])NC(=O)c1cc(Cl)ccc1[N+](=O)[O-] (stereo not drawn) do in these assays?
EphA4 KYL inhibition: -9%

How did O=C(/C=C/c1ccc2c(c1)OCO2)Nc1ncccn1 do in these assays?
EphA4 KYL inhibition: -8%

How did CCS(=O)(=O)N1CCC(C(=O)NCCN2CCN(Cc3ccccc3)CC2)CC1 do in these assays?
EphA4 KYL inhibition: -13%

Results for CC1Cc2ccccc2N1C(=O)Cn1c(=O)oc2cc(S(=O)(=O)N3CCCCC3)ccc21 (stereo not drawn) ?
EphA4 KYL inhibition: -8%

Results for CCCN1CCC(=NNC(=O)c2ccc(Br)o2)CC1 ?
EphA4 KYL inhibition: -5%

Results for Cc1cccc(-n2nnc(C(=O)N3CCc4ccccc4C3)c2N)c1 ?
EphA4 KYL inhibition: 2%

How did CCCCCCCCOC(=O)CCc1c(C)[nH]c(=S)[nH]c1=O do in these assays?
EphA4 KYL inhibition: -6%

Results for O=C(c1ccc2c(c1)OCO2)N1CCCC1 ?
EphA4 KYL inhibition: 4%

Results for O=C(O)CCc1nc(-c2ccc(Cl)cc2)no1 ?
EphA4 KYL inhibition: -11%

Results for COc1cccc(NS(=O)(=O)c2ccc3[nH]cc(C(=O)NCCN4CCOCC4)c(=O)c3c2)c1 ?
EphA4 KYL inhibition: -7%

Results for Cc1oc(-c2ccc(Cl)cc2)nc1CN1CCC(C(=O)N2CCN(Cc3ccccc3)CC2)CC1 ?
EphA4 KYL inhibition: -12%

How did CCC(=O)N/C(=N\OCc1ccc(F)cc1)c1nonc1NC(=O)CC do in these assays?
EphA4 KYL inhibition: -11%

Structures above that have sulfur:
How did CCS(=O)(=O)N1CCC(C(=O)NCCN2CCN(Cc3ccccc3)CC2)CC1 do in these assays?
EphA4 KYL inhibition: -13%

Results for CC1Cc2ccccc2N1C(=O)Cn1c(=O)oc2cc(S(=O)(=O)N3CCCCC3)ccc21 (stereo not drawn) ?
EphA4 KYL inhibition: -8%

How did CCCCCCCCOC(=O)CCc1c(C)[nH]c(=S)[nH]c1=O do in these assays?
EphA4 KYL inhibition: -6%

Results for COc1cccc(NS(=O)(=O)c2ccc3[nH]cc(C(=O)NCCN4CCOCC4)c(=O)c3c2)c1 ?
EphA4 KYL inhibition: -7%

More records follow:
Results for CC(C)n1c(SCC(=O)N2CCCC2)nc2c1c(=O)n(C)c(=O)n2C ?
EphA4 KYL inhibition: -13%

How did COc1cccc(C(=O)Nc2ncc3c(n2)CC(C)(C)CC3=O)c1 do in these assays?
EphA4 KYL inhibition: -9%

What do the screens show for `Cc1ccc([N+](=O)[O-])cc1N=C(c1cccc([N+](=O)[O-])c1)N1CCOCC1`?
EphA4 KYL inhibition: -11%

How did CC/C(=N\O)c1ccc(O)c(OC)c1 do in these assays?
EphA4 KYL inhibition: -10%

Results for COc1cc2c(cc1OC)CN(C(=O)c1cccs1)CC2 ?
EphA4 KYL inhibition: -9%

Results for COC(=O)c1[nH]nc2c1C(=O)N(C1CCCCC1)C2=O ?
EphA4 KYL inhibition: -8%

Results for O=C(CS(=O)c1ccc(C(F)(F)F)cc1[N+](=O)[O-])Oc1ccc(Cl)cc1 (stereo not drawn) ?
EphA4 KYL inhibition: -5%

Results for O=C1CCCN1Cc1ncnn1-c1ccccc1 ?
EphA4 KYL inhibition: 2%

What do the screens show for `O=C(c1cc(Cl)ccc1Cl)N1CCOCC1`?
EphA4 KYL inhibition: -9%

What do the screens show for `O=C(COc1ncnc2scc(-c3ccc(Cl)cc3)c12)NCc1ccco1`?
EphA4 KYL inhibition: -6%

What do the screens show for `Cc1nc2ncnn2c(C)c1CCC(=O)N1CCCCC1`?
EphA4 KYL inhibition: -13%

Results for CCC(=O)Nc1cc(OC)ccc1OC ?
EphA4 KYL inhibition: 1%

How did O=c1nccc(NCc2ccco2)[nH]1 do in these assays?
EphA4 KYL inhibition: -5%

Results for CCCc1ccc(-c2nc(Cc3c(F)cccc3Cl)no2)cc1 ?
EphA4 KYL inhibition: -4%

Results for O=C1CC(c2ccccc2)CC(O)=C1C=NCc1ccc(Cl)cc1 (stereo not drawn) ?
EphA4 KYL inhibition: -16%

Results for CCCCCCNC(=O)Nc1ccccc1 ?
EphA4 KYL inhibition: 7%

Results for CN(C)CCCNc1ncnc2c1cnn2-c1ccccc1 ?
EphA4 KYL inhibition: -16%

What do the screens show for `NC(=O)c1cc2ccc(O)cc2oc1=Nc1ccccc1`?
EphA4 KYL inhibition: 5%

How did CC(Sc1nnc(-c2cccnc2)o1)C(=O)c1ccccc1 (stereo not drawn) do in these assays?
EphA4 KYL inhibition: 8%

What do the screens show for `CN1CCN(C(=O)C2CCC(CNS(=O)(=O)c3cccc4cccnc34)CC2)CC1` (stereo not drawn)?
EphA4 KYL inhibition: 13%

Results for COc1ccc(OCC(O)Cn2c(=N)n(CCN3CCOCC3)c3ccccc32)cc1 (stereo not drawn) ?
EphA4 KYL inhibition: -1%

How did Cc1ccc(-c2cnn(-c3cccc(C(F)(F)F)c3)c2N)cc1 do in these assays?
EphA4 KYL inhibition: -12%

How did CCOc1ccc(C(CC(=O)O)NS(=O)(=O)c2ccc(C)cc2)cc1OC (stereo not drawn) do in these assays?
EphA4 KYL inhibition: 0%

Results for O=C(/C=C/c1ccc(F)cc1)Nc1cccc([N+](=O)[O-])c1 ?
EphA4 KYL inhibition: 1%

What do the screens show for `COc1cccc(/C=N/Nc2nn3cnnc3c3ccccc23)c1`?
EphA4 KYL inhibition: -9%

How did Cc1cccn2c(=O)c3cc(C#N)c(=N)n(CCN4CCOCC4)c3nc12 do in these assays?
EphA4 KYL inhibition: -4%

What do the screens show for `CC(=O)Oc1ccc(C(=O)Nc2cccc(C(=O)NCC(C)C)c2)cc1`?
EphA4 KYL inhibition: 15%

What do the screens show for `Cc1ccc(-c2nnc(CSc3nnc(COc4ccccc4)n3-c3ccc(C)cc3)o2)cc1`?
EphA4 KYL inhibition: -5%

How did CCCCN(C)C/C(O)=C(\C#N)c1nc(-c2ccccc2)cs1 do in these assays?
EphA4 KYL inhibition: -5%

How did Cc1cccc(-c2cc3nc4c(c(NCc5ccco5)n3n2)CCCC4)c1 do in these assays?
EphA4 KYL inhibition: 5%

What do the screens show for `CCN1CCN(CC(=O)Nc2ccc(Cl)c(Cl)c2)C(=O)C1=O`?
EphA4 KYL inhibition: 6%

How did O=c1c2ccccc2nc2ccc(NCc3ccco3)nn12 do in these assays?
EphA4 KYL inhibition: 18%

Results for CCCCCCCNC(=O)COc1ccc2c(c1)C(=O)CC(C)(C)O2 ?
EphA4 KYL inhibition: -10%

How did Cc1ccc(/C=C2N=C(/C=C/c3ccccc3)OC/2=O)s1 do in these assays?
EphA4 KYL inhibition: 8%

How did Cc1ccc(-n2nc3ccc(NC(=O)c4ccco4)cc3n2)cc1 do in these assays?
EphA4 KYL inhibition: -10%

What do the screens show for `COc1cc(CNc2ccc(C)c(C)c2)cc(OC)c1OC`?
EphA4 KYL inhibition: 7%

How did COc1ccc(-c2nnc(SCC(=O)N(Cc3ccccc3)C(C)(C)C)o2)cc1OC do in these assays?
EphA4 KYL inhibition: 5%

Results for COc1ccc(Oc2coc3cc(OC(=O)c4ccco4)ccc3c2=O)cc1 ?
EphA4 KYL inhibition: 0%

How did Cc1ccc(S(=O)(=O)N2CCC(=O)N2)cc1 do in these assays?
EphA4 KYL inhibition: -5%

Results for CCCCc1ccc(NC(=O)OC)cc1 ?
EphA4 KYL inhibition: -13%

How did O=C1/C(=C\c2cc(Cl)c(O)c(Cl)c2)SC(=S)N1Cc1ccccc1 do in these assays?
EphA4 KYL inhibition: -3%

What do the screens show for `O=C1c2oc3ccccc3c(=O)c2C(c2cccc(O)c2)N1CCCN1CCOCC1` (stereo not drawn)?
EphA4 KYL inhibition: 2%

Results for CCCCc1nnc(SCc2ccc(OCC)cc2)n1N ?
EphA4 KYL inhibition: -2%

What do the screens show for `Cc1cn2c(-c3ccncc3)nnc2s1`?
EphA4 KYL inhibition: 4%

What do the screens show for `Cc1ccc(CNC(=O)CCn2nc(-c3ccc(Cl)cc3)ccc2=O)cc1`?
EphA4 KYL inhibition: -3%

What do the screens show for `N#CCSc1nc2scc(-c3cccs3)c2c(=O)n1CCc1ccccc1`?
EphA4 KYL inhibition: 0%

What do the screens show for `c1cncc(-c2nc3ccccn3c2Nc2ccc3c(c2)OCCO3)c1`?
EphA4 KYL inhibition: -17%

Results for COC(=O)C(C)Oc1ccc(=O)[nH]n1 (stereo not drawn) ?
EphA4 KYL inhibition: 0%

Next section, overlapping the part above by three compounds.
What do the screens show for `N#CCSc1nc2scc(-c3cccs3)c2c(=O)n1CCc1ccccc1`?
EphA4 KYL inhibition: 0%

What do the screens show for `c1cncc(-c2nc3ccccn3c2Nc2ccc3c(c2)OCCO3)c1`?
EphA4 KYL inhibition: -17%

Results for COC(=O)C(C)Oc1ccc(=O)[nH]n1 (stereo not drawn) ?
EphA4 KYL inhibition: 0%

Results for CS(=O)(=O)Nc1ccc(S(=O)(=O)N2CCOCC2)cc1 ?
EphA4 KYL inhibition: 9%

How did OCCN(Cc1ccccc1)Cc1ccc(Cl)cc1Cl do in these assays?
EphA4 KYL inhibition: -8%

Results for CCOC(=O)C1CCN(Cc2ccc(O)c(OC)c2)CC1 ?
EphA4 KYL inhibition: 3%

Results for COc1ccc(/C=C2\C=C(c3ccc(C)cc3)OC2=O)cc1C ?
EphA4 KYL inhibition: 5%

How did Brc1cccc(-c2nc(-c3ccncc3)no2)c1 do in these assays?
EphA4 KYL inhibition: -1%

How did CNc1oc(-c2cccs2)nc1C#N do in these assays?
EphA4 KYL inhibition: -12%

What do the screens show for `O=C(CNC(=O)c1cccs1)NCC(=O)OCc1ccccc1Cl`?
EphA4 KYL inhibition: -8%

Results for Cc1ccc(-c2csc3n[nH]c(=S)n23)cc1 ?
EphA4 KYL inhibition: 4%

What do the screens show for `CCOC(=O)c1sc2nc(CC(=O)OC)nc(NCc3ccc(Cl)cc3)c2c1C`?
EphA4 KYL inhibition: -12%

How did COC(=O)c1nn(-c2ccccc2)c(-c2ccccc2)c1C(=O)c1ccccc1 do in these assays?
EphA4 KYL inhibition: -11%

What do the screens show for `Cc1ccc2c(C(=O)CN3CCC4(CC3)OCCO4)c(C)[nH]c2c1`?
EphA4 KYL inhibition: -8%

How did COc1cccc(NC(=O)C(C)Oc2ccccc2)c1 (stereo not drawn) do in these assays?
EphA4 KYL inhibition: 4%

Results for Cc1c(C(=O)N(C)Cc2ccccc2)oc2ccc(S(=O)(=O)N3CCCC3)cc12 ?
EphA4 KYL inhibition: 13%

How did O=c1[nH]c2ccccc2n1CCCSCCCn1c(=O)[nH]c2ccccc21 do in these assays?
EphA4 KYL inhibition: 7%

How did CCOC(=O)c1[nH]nc(-c2cc(CC)c(O)cc2O)c1-c1cscn1 do in these assays?
EphA4 KYL inhibition: -1%

Results for CCOC(=O)C(Cc1c[nH]c2ccccc12)NC(=O)CNC(C)=O (stereo not drawn) ?
EphA4 KYL inhibition: -20%

What do the screens show for `COc1cc2c(cc1OC)CN(C(=O)C(C)(C)C)CC2`?
EphA4 KYL inhibition: -18%

What do the screens show for `COc1cc(/C=N/N2CCN(c3ccccc3OC)CC2)ccc1OC(C)=O`?
EphA4 KYL inhibition: 6%

Results for COC(=O)c1[nH]c2ccccc2c1NC(=O)Oc1ccccc1 ?
EphA4 KYL inhibition: -2%

How did CCOC(=O)c1[nH]c2ccc(OC)cc2c1NC(=O)OC do in these assays?
EphA4 KYL inhibition: -6%

Results for O=C(N/C(=C/c1ccc(Cl)cc1)c1nc2ccccc2[nH]1)c1ccco1 ?
EphA4 KYL inhibition: -8%

How did CC(C)CC(=O)Nc1ccc(OCC(=O)O)cc1 do in these assays?
EphA4 KYL inhibition: -1%

How did Cc1ccc(NC(=O)N2CCC(c3nc4c(nnn4Cc4c(F)cccc4Cl)c(=O)[nH]3)CC2)cc1 do in these assays?
EphA4 KYL inhibition: -4%

Results for COc1ccccc1Nc1ncc(-c2cccs2)s1 ?
EphA4 KYL inhibition: -8%

Results for C/C=C/c1ccc(OC)c(OC(C)=O)c1 ?
EphA4 KYL inhibition: -4%

How did NNC(=O)C1CCCn2c1nc1sc3c(c1c2=O)CCCC3 (stereo not drawn) do in these assays?
EphA4 KYL inhibition: -13%

Results for CC(=O)Nc1ccc(/C(C)=N/NS(=O)(=O)c2ccc(C)cc2)cc1 ?
EphA4 KYL inhibition: -11%

What do the screens show for `CCOC(=O)N1CCN(C(=O)c2ccc(NC(C)=O)cc2)CC1`?
EphA4 KYL inhibition: -21%

How did O=C(O)[C@@H]1CSC2(CCSC2)N1 (stereo partly drawn) do in these assays?
EphA4 KYL inhibition: -16%

Results for O=C(Nc1cc(Cl)cc(Cl)c1)c1ccc2c(c1)OCCO2 ?
EphA4 KYL inhibition: -4%

Results for CC(C)OC(=O)CSc1nc2ncc(Cl)cc2[nH]1 ?
EphA4 KYL inhibition: -2%

What do the screens show for `O=C(Nc1ccccc1)Nc1nccs1`?
EphA4 KYL inhibition: -6%

How did COc1ccc(C(=O)OC(C(=O)c2ccc(C)cc2)c2ccccc2)cc1 (stereo not drawn) do in these assays?
EphA4 KYL inhibition: 1%

Results for CCCNS(=O)(=O)c1ccc(CCC(=O)NCc2ccc3c(c2)OCO3)cc1 ?
EphA4 KYL inhibition: -24%

Results for Cc1cc(N)ccc1NC(=O)c1ccccc1 ?
EphA4 KYL inhibition: -10%

How did O=S(=O)(NCCN1CCCC1)c1cccc2cccnc12 do in these assays?
EphA4 KYL inhibition: -6%

What do the screens show for `CCc1ccc(S(=O)(=O)NCc2cn3ccccc3n2)s1`?
EphA4 KYL inhibition: 5%

How did COc1ccc(OCCSc2nnc(CCNC(=O)c3ccc(OC)cc3)n2C)cc1 do in these assays?
EphA4 KYL inhibition: -18%

Results for Cc1ccc(NC(=O)CCN2C(=O)c3ccncc3C2=O)cc1 ?
EphA4 KYL inhibition: -8%

What do the screens show for `Cc1ccc(NC(=S)N2CCC(c3nc4ccccc4s3)CC2)cc1C`?
EphA4 KYL inhibition: -7%

What do the screens show for `COc1ccc(S(=O)(=O)N(CC(=O)N2CCCC2)Cc2ccccc2)cc1`?
EphA4 KYL inhibition: 8%

How did O=S(=O)(NCc1ccco1)c1cccc(S(=O)(=O)N2CCOCC2)c1 do in these assays?
EphA4 KYL inhibition: -1%

Assay outcomes from PubChem.
